# Source: PubChem
# SF1 activator – activators of human nuclear receptor SF-1; Q13285; CHO-K1 Gal4-SF-1 LBD luciferase reporter; % increase over DMSO SF-1-specific signal; activation, % at 10 µM; 1.9% of 65,000 active; AID 522;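 active = activation above the mean activation of all tested compounds plus 3 SD, cut at about 50% in these data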
#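 Compound – one dose, 10 µM compound, 1% DMSO · Test system – transient Gal4-SF-1 LBD reporter, CHO-K1 · Input – 4,000 cells in each well · Read-out basis – percent activation relative to DMSO median and mock-transfected background · Replicates – single measurement per compound · Technique – steady-glow luciferase luminescence, read after 15 min reagent incubation · Timing – 20 h compound treatment, 37 °C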
# M1 antag – antagonists of rat M1 muscarinic receptor; CHO-M1 cells, Fluo-4 calcium, ACh EC80 antagonist mode; active compounds read low; B-score at 10 µM; 3.4% of 64,000 active; AID 628;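 active = calcium fluorescence response, raw or row-and-column corrected B-score, differing from the plate sample mean either way at a set confidence level, mostly lower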
# Target sequence (P08482 whole entry, looked up): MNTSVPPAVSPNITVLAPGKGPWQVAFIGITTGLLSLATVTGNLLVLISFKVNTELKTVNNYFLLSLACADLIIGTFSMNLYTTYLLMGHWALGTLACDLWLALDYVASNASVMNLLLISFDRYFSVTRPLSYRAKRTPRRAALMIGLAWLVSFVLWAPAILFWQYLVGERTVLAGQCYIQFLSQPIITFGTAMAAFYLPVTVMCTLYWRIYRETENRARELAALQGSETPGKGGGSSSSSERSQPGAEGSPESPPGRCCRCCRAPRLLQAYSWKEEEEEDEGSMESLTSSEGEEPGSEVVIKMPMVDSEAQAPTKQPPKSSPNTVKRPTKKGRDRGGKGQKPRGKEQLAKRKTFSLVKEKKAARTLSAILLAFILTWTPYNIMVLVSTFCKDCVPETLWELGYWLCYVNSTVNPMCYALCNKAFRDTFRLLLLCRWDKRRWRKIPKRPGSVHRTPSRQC
# M1 agonist – agonists of M1 muscarinic receptor; 3% of 64,000 active; CHO-M1 cells, Fluo-4 calcium fluorescence, agonist mode; active compounds read high; B-score at 10 µM;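 active = fluorescence rise, raw or as B-score row- and column-corrected plate score, outside the 99.7% band of its plate's samples, either direction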
# HEK293 NFkB inh – inhibitors of the PMA/ionomycin-induced NF-kB reporter in HEK293 cells; HEK-293 NF-kB luciferase reporter, luminescence; inhibition, % at 3 µM; 0.21% of 62,000 active; AID 465;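 active = inhibition above the mean of all tested compounds plus 3 SD, cut at about 40% in these data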;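 note: 0% = stimulated DMSO wells and 100% = 10 µM reference inhibitor 5653914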
#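 Signal: luciferase luminescence; Material: HEK-293 cells with stable firefly luciferase reporter driven by four HIV NF-kB elements; Probe or stimulus: PMA with ionomycin; Replication: tested once; Times: 1 h compound pretreatment, then 16 h stimulation at 37 °C, 5% CO2; Benchmarks: DMSO and 10 µM reference inhibitor; Evaluation: per-plate % inhibition versus controls.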
# Jurkat viability – cytotoxicity toward Jurkat cells. Jurkat E6.1 viability, ATP luminescence, 48 h. 1.2% of 56,000 active. inhibition, % at 4 µM;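 active = inhibition above the mean inhibition of all tested compounds plus 3 SD, cut at about 28% in these data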
# NADH coupling – blocks coupling enzymes of NAD/NADH assays; 0.02% of 65,000 active; IC50, µM (highest dose often 10 µM), without a hit: top-dose inhibition; coupled PK/LDH NADH assays, four targets; AID 774;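 active = single-dose screening hits from any of four coupled enzyme assays that gave an IC50 when retested across doses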;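 note: the DPM-DC format reads NADH fluorescence rather than 340 nm absorbance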
# D1 mod – D1 dopamine receptor (human) allosteric modulation; P21728; HEK293 D1, CRE-luciferase, dopamine EC30 potentiation; actives deviate in either direction; B-score at 10 µM; 5.9% of 58,000 active;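 active = luminescence count or its row- and column-corrected plate score outside the 99.7% band of the plate's sample wells, on either side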
# Target sequence (P21728 whole entry, looked up): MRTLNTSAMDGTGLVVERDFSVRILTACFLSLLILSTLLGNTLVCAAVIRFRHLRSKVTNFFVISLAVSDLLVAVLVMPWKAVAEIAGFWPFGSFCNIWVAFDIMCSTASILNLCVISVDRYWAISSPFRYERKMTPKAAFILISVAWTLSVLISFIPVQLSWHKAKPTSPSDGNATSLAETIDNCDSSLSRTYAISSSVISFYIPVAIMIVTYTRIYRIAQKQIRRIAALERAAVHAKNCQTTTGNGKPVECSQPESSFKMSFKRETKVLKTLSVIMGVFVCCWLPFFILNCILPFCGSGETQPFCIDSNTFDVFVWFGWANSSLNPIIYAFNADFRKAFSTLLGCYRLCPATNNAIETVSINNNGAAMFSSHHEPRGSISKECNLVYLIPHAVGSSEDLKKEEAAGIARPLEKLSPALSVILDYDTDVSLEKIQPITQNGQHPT
# tolC growth inh – E. coli tolC mutant growth inhibition. 2.2% of 65,000 active. growth inhibition, % at 10 µM (by protocol). E. coli BW25113 tolC mutant growth, OD615;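 active = growth inhibition at or above a cutoff equal to the mean over every tested compound plus 3 SD, cut at about 60% in these data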;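 note: growth measured after 20 h incubation at 37 °C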
#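 test system = E. coli BW25113 ΔtolC::kan bacteria | medium = LB with kanamycin 50 µg/mL | signal = OD at 615 nm | schedule = 37 °C, 20 h exposure | evaluation = % inhibition of E. coli growth | compound dosing = one dose of 10 µM final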
# TNAP act mid DEA – activators of human TNAP at intermediate phosphate acceptor. P05186. purified TNAP, CDP-star luminescence, 100 mM DEA, 30 min; active compounds read high; scale: 0 levamisole-inhibited, 1 vehicle-only enzyme. activation factor at 20 µM. 64,000 tested, under 10 active;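 active = activation factor of at least 2 at 20 µM, relative to controls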
# * = called active by the depositor; . = not tested or not shown; [ ] = dose if it differs, or a comment. This is a random part of the collection, and some 15% of all compounds hit somewhere here.
molecule	SF1 activator	M1 antag	M1 agonist	D1 mod	NADH coupling	HEK293 NFkB inh	TNAP act mid DEA	Jurkat viability	tolC growth inh
CC(=O)[C@H]1CC[C@H]2[C@@H]3CCC4=CC(=O)CC[C@]4(C)[C@H]3[C@H](O)C[C@]12C	-8	0.48	-0.39	2.1	1%	.	0.9	.	12
Fc1cccc(-c2cc3nc4c(c(N5CCN(c6cnccn6)CC5)n3n2)CCCC4)c1	26	0.0026	14*	0.3	5%[fluoresces]	4	0.8	-2	-1
Cc1nc2ccc(S(=O)(=O)NCC(=O)N3CCC(N4CCCCC4)CC3)cc2s1	-18	0.43	0.22	-1.8	1%	-3	1	-5	-11
CCCN1Cc2cccc(C(=O)N3CCN(c4cc(Cl)ccc4C)CC3)c2C1=O	-10	-0.016	2.3*	1.1	11%	21	1	-3	17
O=C(NCCc1ccccc1)C1CCCN1C(=O)Nc1ccc(F)cc1 (configuration not stated)	-24	0.92	0.72	-0.077	10%	15	1	0	-17
O=C(Nc1ccc(CN2CCOCC2)cc1)c1cccs1	30	-0.11	-0.37	-0.58	2%	-3	0.9	3	1
COc1ccc(CSc2n[nH]c(C)n2)cc1Br	.	0.62	0.16	6.5*	1%	.	1	.	11
Cc1ccc(C(=O)c2coc3ccc(OCC(=O)O)cc23)cc1	-7	-0.13	0.68	0.0033	3%	12	0.9	-1	7
Cc1c(NC(=O)CCC2CCCCC2)c(=O)n(-c2ccccc2)n1C	10	-0.21	-1.9	0.045	2%	11	1	.	-6
COc1cc(Cl)c(C)cc1NC(=O)CSc1nnc(-c2ccccn2)n1Cc1ccco1	-2	0.31	1.1	0.0065	10%	16	0.9	-1	23
CC(C)(C)C(=O)NC(=C(Cl)Cl)P(=O)(O)O	2	.	.	.	4%	6	0.9	-14	-22
O=C(Nc1nnc(-c2cccs2)o1)c1cccc(C(F)(F)F)c1	4	-0.74	2.8	0.85	3%	0	0.8	64*	100*
CCCN1CCN(C(=O)C2CCN(S(=O)(=O)c3ccc4c(c3)oc(=O)n4C)CC2)CC1	7	-0.39	0.013	-0.1	5%	12	0.9	1	-13
O=C(Nc1cccc(S(=O)(=O)C(F)F)c1)c1ccc(Cl)c(S(=O)(=O)N2CCOCC2)c1	17	-2.2*	1	-1.7	4%	1	0.9	9	28
CCOC(=O)c1cc(C)n(-n2cnnc2)c1C	-10	0.49	0.22	0.0073	1%	7	0.9	-8	-15
CCCS(=O)(=O)N1CCCC(C(=O)NCCCOC(C)C)C1 (configuration not stated)	14	-0.65	-0.87	0.51	3%	3	1	-5	-21
Cc1ccc(-c2nnc(CSc3nc4cc5c(cc4cc3C)OCO5)o2)cc1	4	-0.85	-1.5	0.52	4%	26	0.8	-1	20
CCN(CC)CCCNC(=O)c1cc(-c2ccc(Cl)cc2)on1	-3	-0.75	0.04	-1.6	5%	-7	1	-5	-1
CCOC(=O)CC1C(=O)NCCN1C(=O)COc1ccc(Br)cc1C (configuration not stated)	-5	0.87	-0.57	0.11	4%	11	0.9	-4	-3
Cn1c(Cc2cccs2)nnc1SCC(=O)N1CCc2ccccc21	5	-0.46	-0.65	0.51	5%	3	0.8	-7	4
COc1ccc(C2CC(c3ccccc3Cl)Nc3ncnn32)cc1OC (configuration not stated)	-1	0.051	0.69	1.7	6%	1	0.9	-4	21
O=c1c2ccccc2c(C=NCCCN2CCOCC2)c(O)n1Cc1ccccc1	-3	-0.91	-0.16	1.1	4%	2	1	2	11
COC(=O)CSc1nnc(-c2sc3cc(OC)ccc3c2Cl)n1C	-1	.	.	0.18	4%	15	0.9	1	15
O=C(O)CCN(CCC(=O)O)c1ccccc1	-10	0.053	-0.41	0.15	6%	11	0.9	4	-18
C=CCc1c(C)nc(SCCC)[nH]c1=O	-2	-0.14	-0.14	0.18	5%	.	1	.	1
COc1ccc(CNC(=O)Cn2cnc3c(=O)n(C)c(=O)n(C)c32)cc1	-7	0.58	0	-1	3%	11	0.8	6	-4
Cc1ccc(Cl)cc1N1CCN(Cc2nc3c(c(=O)[nH]c(=O)n3C)n2CCc2ccccc2)CC1	1	1.2	0	-0.96	2%	16	.	3	-15
COc1cccc(-c2cnc(NCc3cc(Cl)ccc3O)n2C)c1	-1	-5.1*	-1.5	-2.6	5%	12	1	-2	-20
COc1ccc(C2c3c(oc4ccccc4c3=O)C(=O)N2CC2CCCO2)cc1 (configuration not stated)	8	0.82	0.028	-0.43	7%	8	0.9	-2	-16
C=CCn1c(SCC(N)=O)nc(C)cc1=O	-7	0.81	0.62	-0.6	4%	13	1	-14	-5
CC(C)c1ccc(-c2nc(N3CCCC3)nc3n[nH]c(N)c23)cc1	20	-0.0024	0.18	0.05	3%	11	0.9	.	5
Cc1ccc2c(c1)C(CCN)C(=O)N2Cc1ccccc1 (configuration not stated)	3	0.0035	-0.05	-2.7	3%	.	0.6	.	15
O=C(c1ccc(CS(=O)(=O)c2ccc(Br)cc2)o1)N1CCN(c2ncccn2)CC1	9	0.029	2.2	0.32	2%	17	0.9	1	-9
COc1ccccc1-c1cc(C(F)(F)F)nc(N2CCOCC2)n1	-2	0.13	0.48	-0.043	3%	13	1	.	62*
COc1ccc(-c2nnc3ccc(SCC(=O)N4CCCCC4)nn23)cc1OC	-31	0.049	-3.5*	0.25	2%	8	0.9	1	-4
Cc1cc(NS(=O)(=O)c2ccc(Br)s2)no1	11	0.08	0.53	0.17	4%	7	.	-7	10
O=C(Cn1nnc2ccccc21)NCc1ccccc1	35	-0.34	0.61	-2.1	7%	-18	0.9	10	-16
CCCN1CC=C2C(C#N)=C(N)C(C#N)(C#N)C(c3cccc(OC)c3OC)C2C1 (configuration not stated)	14	-0.9	89*	-1.7	4%	-3	1	-10	7
O=C(COC(=O)C12CC3CC(CC(C3)C1)C2)N1CCN(S(=O)(=O)c2ccccc2)CC1	3	0.81	0.047	0.0086	4%	-1	0.9	-6	-3
Clc1ccccc1OCCCCn1ccnc1	-2	0.31	2.2	-0.19	2%	-8	0.7	-2	2
CCc1c(C)nc2cc(-c3cc(OC)cc(OC)c3)nn2c1N1CCCC1	-8	0.82	0.85	0.71	2%	2	0.9	-3	75*
CCOC(=O)C1CCN(C(=O)CCCOc2ccccc2)CC1	.	-1.3	-0.47	-0.06	2%	.	0.9	.	-6
COc1ccccc1N=c1scc(-c2ccc3c(c2)NC(=O)CO3)n1CC1CCCO1 (configuration not stated)	-7	-0.27	2.8	-2.8*	2%	6	0.9	6	32
COC(=O)CSc1nnc(-c2ccoc2C)n1-c1ccc(C)cc1	2	0.79	0.57	1.1	10%	0	0.9	-1	21
COCCn1c(SCc2nc3ccccc3s2)nc2ccccc21	50*	0.011	0.46	1.5	6%	-17	0.9	9	12
CCC(=O)Nc1ccc(NC(=O)CN2CCCC(C)C2)c(Cl)c1 (configuration not stated)	-8	-2.8*	-1.4	-0.057	4%	8	0.8	-2	8
COC(=O)C1=C(C)NC(=O)NC1/C=C/c1ccccc1 (configuration not stated)	8	-0.71	-0.42	0.39	4%	0	0.9	3	0
COCc1nnc(NC(=O)c2ccc(S(=O)(=O)N(C)c3ccccc3)cc2)o1	-18	0.02	0.1	-0.17	2%	16	0.9	10	87*
COc1ccc(N(CC(=O)N2CCCC(C)C2)S(=O)(=O)c2c(C)nn(C)c2C)cc1 (configuration not stated)	8	-0.53	-0.54	.	4%	-16	0.9	-3	3
Cc1ccc(C)c(S(=O)(=O)N2CC(=O)Nc3ccccc32)c1	-4	0.068	0.058	-0.28	1%	13	0.9	11	18

# Next records follow:
molecule	SF1 activator	M1 antag	M1 agonist	D1 mod	NADH coupling	HEK293 NFkB inh	TNAP act mid DEA	Jurkat viability	tolC growth inh
COc1ccccc1N1CCN(S(=O)(=O)c2ccccc2F)CC1	4	0.26	-2.2	0.45	4%	5	0.9	4	22
CCCn1c(SCc2ccccc2)nc2c1c(=O)[nH]c(=O)n2C	-4	0.75	0.33	0.63	4%	8	0.9	3	10
CN(CCCNC(=O)c1cccc(N2CCCC2=O)c1)c1ccccc1	-1	0.82	-0.54	.	4%	2	0.9	.	10
OC(CN1C2=NCCCN2c2ccccc21)c1ccc(Cl)cc1 (configuration not stated)	11	-1.2	-0.49	-2.9	8%	15	1	2	-1
Cc1[nH]nc2c1C1(CCN(C(=O)c3ccccc3)CC1)C(C#N)=C(N)O2	-8	0.16	23*	-0.016	3%	16	0.9	-2	-9
Cc1ccc(Cl)cc1N1CCN(S(=O)(=O)c2c(C)[nH]c(=O)[nH]c2=O)CC1	7	0.059	-0.061	-0.29	4%	16	0.9	5	24
CCCOc1cccc(NC(=O)c2c(-c3ccccc3)noc2C)c1	-7	-0.045	-0.068	0.19	1%	14	0.8	-2	16
COC(=O)CC1SCCNC1=O (configuration not stated)	6	0.21	-3.5	0.28	2%	6	0.9	-5	-21
O=C(CN1C(=O)c2ccccc2S1(=O)=O)c1ccccc1	-42	0.39	-0.35	.	3%	.	0.8	.	4
CCCCNC(=O)c1cc2c(=O)n3cccc(C)c3nc2n1C	-11	0.65	0.063	1.1	15%[fluoresces]	10	1	-2	0
O=C(Nc1ccccn1)C1CCN(S(=O)(=O)c2cccc3nonc23)CC1	3	0.41	0.35	-0.07	0%	13	0.9	.	-16
O=C1c2[nH]nc(-c3ccccc3O)c2C(c2cccc(Cl)c2)N1Cc1ccco1 (configuration not stated)	13	-0.27	0.27	.	8%	19	1.2	17	100*
O=C(CNC1=NCCC1)c1ccc2c(c1)OCCO2	5	0.36	-0.45	.	5%	.	0.9	.	4
O=C(NCc1ccco1)c1cc(-c2cccc(Cl)c2)on1	20	0.26	-0.35	0.88	4%	-8	1	0	-2
O=C(Nc1cccc(F)c1)C1C2C=CC3(CN(CCCN4CCOCC4)C(=O)C13)O2 (configuration not stated)	-8	-0.11	-0.61	-0.5	2%	15	0.8	4	-8
COc1cc(C(=O)Nc2ccccn2)cc(OC)c1OC	7	-0.9	0.3	.	5%	.	0.8	.	-2
CCOC(=O)c1c(NC(=O)CN2CCN(c3ccccn3)CC2)sc2c1CCCC2	1	0.017	-0.13	.	6%	11	1	.	18
N#CCCN(Cc1cccnc1)S(=O)(=O)c1ccc(S(=O)(=O)N2CCCCCC2)cc1	4	-0.097	-0.13	-0.28	5%	13	0.9	2	10
COCCNC(=O)CN1CCC(NC(=O)Nc2ccccc2)CC1	-2	-0.025	-1	0.086	3%	12	0.9	0	-4

# Full records, looked up by structure. Screens in order: SF1 activator, M1 antag, M1 agonist, D1 mod, NADH coupling, HEK293 NFkB inh, TNAP act mid DEA, Jurkat viability, tolC growth inh
# COc1ccc(N(CC(=O)N2CCCC(C)C2)S(=O)(=O)c2c(C)nn(C)c2C)cc1 (configuration not stated) reads 8, -0.53, -0.54, ., 4%, -16, 0.9, -3, 3
# O=C(CN1C(=O)c2ccccc2S1(=O)=O)c1ccccc1 reads -42, 0.39, -0.35, ., 3%, ., 0.8, ., 4
